Source: PubChem BioAssay
NTR1 agonist: NTR1-driven beta-arrestin-GFP spot formation – imaging, U2OS cells, high content, primary screen (AID 493036); activation, % at 20 µM; 330,000 compounds, 0.17% hits; P30989; agonist mode;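 active = activation at or above 40% of the spot to cytoplasm intensity ratio, with at least 20 cells analyzed; inconclusive = wells under 20 cells, flagged as cytotoxic or low count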;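 note: 0% = DMSO without peptide and 100% = 100 nM NTR1 peptide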
Target sequence (P30989 whole entry, looked up): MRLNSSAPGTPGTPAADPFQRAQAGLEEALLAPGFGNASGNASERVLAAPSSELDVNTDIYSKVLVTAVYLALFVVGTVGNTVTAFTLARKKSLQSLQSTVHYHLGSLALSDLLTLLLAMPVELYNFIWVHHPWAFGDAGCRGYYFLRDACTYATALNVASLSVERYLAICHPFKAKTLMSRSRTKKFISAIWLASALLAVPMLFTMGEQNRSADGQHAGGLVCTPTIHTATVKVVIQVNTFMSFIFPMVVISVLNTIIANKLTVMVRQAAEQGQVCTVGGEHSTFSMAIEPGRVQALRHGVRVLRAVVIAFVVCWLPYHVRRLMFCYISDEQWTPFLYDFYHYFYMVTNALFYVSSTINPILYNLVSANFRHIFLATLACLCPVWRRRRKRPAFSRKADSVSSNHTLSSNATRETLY
Yfh1-depleted yeast: enhancers of respiration in Yfh1-depleted yeast, dose response, Friedreich's ataxia, plus single-dose screen (AID 1465). S. cerevisiae Yfh1-off respiration, WST-1 reduction, 72 h; higher fold induction means a stronger effect. fold induction at 50 µM; hits with a dose series show EC50 in µM. 220,000 compounds, 0.074% hits;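 active = fold induction of absorbance versus untreated yeast above a set limit, then at least 30% activation at any dose in follow-up; inconclusive = repeats straddling the limit, or above it without dose testing; inactive = fold induction below the set limit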;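 note: activators that raise dye reduction in frataxin-depleted yeast; strong numbers were not always called active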
MgcRacGAP inhibition: MgcRacGAP GTPase-activating activity inhibitors, confirmation, biochemical, ADP Hunter fluorescence. MgcRacGAP-stimulated Rac1 GTP hydrolysis, ADP Hunter fluorescence; higher % means a stronger effect; GST-tagged Rac1 F28L mutant substrate. inhibition, % at 30 µM, or IC50 in µM where a hit was titrated. 340,000 compounds, 0.6% hits. AID 624330;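 active = first-screen hits whose inhibition reached a set limit at any dose in the follow-up dose series; inconclusive = inhibition above the set first-screen limit but never retested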;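 note: fluorescence reports GDP produced by GAP-driven GTP hydrolysis; strong numbers were not always called active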
AID2073: inhibitors of Mint1-CaV2.2 protein interaction, biochemical, HTRF (AID 2073); HTRF protein-protein interaction, Mint1-CaV2.2; higher % means a stronger effect; 290,000 compounds, 0.19% hits; inhibition, % at 20 µM, or IC50 in µM where a hit was titrated; in the data active = inhibition mostly above about 51%, no sharp cut-off; inconclusive = no clear call, values can overlap the other calls; inactive = mostly below about 53%; note: some results filed as inactive read as strong as hits
NS5 inhibitors: flavivirus cap methylation enzyme inhibition – biochemical, confirmation dose response, primary screen (AID 588689) | Dengue-2 NS5 methyltransferase capping enzyme assay, biochemical; higher % means a stronger effect | 340,000 compounds, 0.3% hits | inhibition, % at 25 µM, or IC50 in µM where a hit was titrated; in the data active = a potency from the dose series; inconclusive = inhibition above about 29% without an active follow-up result
Large T inhibition: SV40 large T antigen inhibitors, biochemical (AID 1903); inhibition, % at 20 µM, or IC50 in µM where a hit was titrated; SV40 large T antigen ATPase/helicase inhibition assay; higher % means a stronger effect; 310,000 compounds, 0.39% hits; in the data active = a potency from the dose series; inconclusive = inhibition mostly from about 32% at the one dose, without a potency; inactive = the rest, 99 in 100 with inhibition below about 32%; note: strong numbers were not always called active
GPR55 beta-arrestin: selective activators of receptor GPR55 – imaging, U2OS cells, beta-arrestin-GFP redistribution, primary screen (AID 1961); 290,000 compounds, 0.048% hits; one-dose activation, % at 10 µM; EC50 in µM for titrated hits; U2OS GPR55 beta-arrestin-GFP redistribution imaging; higher % means a stronger effect;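 active = activation above 40% with more than 50 cells counted in the well; inconclusive = wells holding fewer than 50 cells, flagged as toxic or sparse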;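 note: U2OS osteosarcoma cells stably expressing GPR55 and beta-arrestin-GFP; plate controls were DMSO negative control for no effect and LPI positive control for full effect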
GPR35 arrestin U2OS: inhibition of zaprinast-stimulated GPR35 beta-arrestin translocation – imaging, U2OS, beta-arrestin-GFP, zaprinast agonist, primary screen (AID 2058); U2OS GPR35 beta-arrestin-GFP translocation imaging, zaprinast antagonism; higher % means a stronger effect; inhibition, % at 10 µM; hits with a dose series show IC50 in µM; 290,000 compounds, 0.052% hits;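 active = inhibition of at least 50% with at least 30 cells and total cytoplasm GFP at most 10,000,000; inconclusive = under 30 cells or total GFP of 10,000,000 plus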
GPR55 LPI antagonism: inhibition of LPI-stimulated GPR55 beta-arrestin translocation – imaging, U2OS, beta-arrestin-GFP, LPI agonist, primary screen (AID 2013). U2OS GPR55 beta-arrestin-GFP translocation imaging, LPI antagonism; higher % means a stronger effect. 290,000 compounds, 0.13% hits. one-dose inhibition, % at 10 µM; IC50 in µM for titrated hits;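 active = spots per cell inhibited over 60%, with over 100 cells counted and total cytoplasm intensity under 500,000; inconclusive = wells with under 100 cells, flagged as likely toxic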;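 note: U2OS cells stably carrying GPR55 and arrestin-GFP stimulated by 5 µM LPI near EC80; imaged beta-arrestin-GFP aggregate spots per cell after agonist stimulation; plate controls were LPI-stimulated DMSO wells for no effect and DMSO wells without LPI for full effect; some results filed as inactive read as strong as hits; confirmed hits need IC50 under 10 µM and bright autofluorescent wells are also inconclusive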
NTR1 agonist cell count 20 µM: also measured in NTR1 agonist; calls as there; cell count; measured here: cell count, cytotoxicity flag
NS5 inhibitors pilot replicate: second read-out of NS5 inhibitors, no call of its own (marks repeat the call); inhibition, %; measured here: pilot screen replicate inhibition
Starred values were filed as active, the others as inactive; i = inactive; ? = inconclusive; nt = no result given; & = joins results of further samples. An unsorted share of the library; about 1.7% have a hit in one of these screens.

SMILES	NTR1 agonist	NTR1 agonist cell count 20 µM	Yfh1-depleted yeast	MgcRacGAP inhibition	AID2073	NS5 inhibitors	Large T inhibition	GPR55 beta-arrestin	GPR35 arrestin U2OS	GPR55 LPI antagonism	others
CC1(C)SCC2C(=O)N3C(CSC3(C)C)C(=O)N21 (stereo unspecified)	0.1	56	i	10%	-7%	2%	9%	-0.2%	-4%	6%
Cc1ccc(C)c(N(CC(=O)N2CCCC2)S(C)(=O)=O)c1	-0.2	56	nt	3%	11%	-12%	3%	-0.1%	17%	7%
CC(=O)Nc1ccc(S(=O)(=O)N[C@@H](C)C(=O)N2CCN(c3ccccn3)CC2)cc1	1.4	56	nt	9%	nt	-8%	24%	nt	nt	nt
C/C(=C1/SC(N2CC(C)OC(C)C2)=NC1=O)c1ccccc1 (stereo unspecified)	-0.4	64	i	7%	-2%	1%	25%	-0.1%	15%	9%	NS5 inhibitors pilot replicate=0.6
CC(C)CN(CCCNC(=O)CN1N=C(c2ccc(Cl)cc2)CCC1=O)CC(C)C	0.7	82	nt	6%	-1%	-3%	4%	-0.3%	-9%	2%
CCNC(=O)CC1C(=O)N(c2ccc(F)cc2)C(=O)N1Cc1ccccn1 (stereo unspecified)	-0.5	64	i	1%	8%	-2%	1%	-0.1%	2%	-3%
Cc1nn(CCCC(=O)Nc2ccc(Br)cc2F)c(C)c1[N+](=O)[O-]	1.6	42	nt	4%	21%	-8%	17%	-0.5%	0%	0%
CCn1c(SCC(=O)NC2CC2)nnc1-c1csc(C)c1	0.9	63	nt	16%	-1%	3%	22%	-0.1%	2%	11%
Cc1[nH]c(=O)[nH]c(=O)c1S(=O)(=O)N1CCCC(C(=O)N2CCN(c3ccccc3Cl)CC2)C1 (stereo unspecified)	-0.8	39	i	5%	-5%	7%	10%	-0.1%	4%	6%
c1ccc2c(NCCc3c[nH]c4ccccc34)c3ccccc3nc2c1	24	94	nt	13%	-7%	-1%	9%	0.0%	14%	44%
Cc1ccc(OCCOCCN2CCCCC2)c([N+](=O)[O-])c1	-2.2	80	i	18%	-15%	8%	-5%	-0.1%	4%	14%
Cc1cccc(C(=O)Nc2nc3ccc(S(C)(=O)=O)cc3s2)c1	0.7	55	nt	12%	5%	nt	12%	0.3%	1%	-1%
CSc1nc2c(c(=O)[nH]1)C(c1ccc(F)cc1)CC(=O)N2 (stereo unspecified)	-1.0	93	i	9%	8%	0%	10%	0.0%	18%	4%
O=C(CSc1ccccc1)N1CCCC(N2CCN(c3ccc(F)cc3)CC2)C1 (stereo unspecified)	1.2	63	nt	8%	-1%	2%	11%	-0.1%	-2%	-6%
Cc1ccc(NC(=O)c2c(C)nn(-c3ccccc3)c2Cl)cc1	2.6	60	i	4%	-4%	2%	20%	0.2%	-1%	5%
CCOC(=O)c1c[nH]c2ccc3ccccc3c2c1=O	-0.2	54	nt	16%	1%	nt	11%	0.2%	-7%	12%
O=C(CN(C(=O)CNS(=O)(=O)c1ccc(F)cc1)c1ccc(F)cc1)NCc1ccco1	-0.7	40	nt	1%	14%	-8%	9%	-0.2%	13%	9%
CCc1nn2c(=O)c(S(=O)(=O)Nc3ccccc3)c(C)nc2s1	0.1	56	nt	11%	11%	5%	1%	1.0%	-3%	-4%
Cc1ccc(OCCC(=O)Nc2ccc(S(=O)(=O)Nc3cc(C)nc(C)n3)cc2)cc1	-1.1	61	nt	2%	nt	2%	18%	nt	nt	nt
O=C(CC12CC3CC(CC(Br)(C3)C1)C2)NCc1ccccc1	0.6	85	nt	10%	7%	-5%	3%	0.4%	3%	-4%
N#Cc1ccc(Sc2nc3ccccc3[nH]2)cc1C#N	5.4	85	i	7%	-8%	-7%	5%	0.2%	-4%	11%
CS(=O)(=O)Nc1ccc(C2=NN(C(=O)CCCC(=O)O)C(c3cccs3)C2)cc1 (stereo unspecified)	-0.3	37	nt	9%	19%	1%	7%	0.0%	8%	12%
COc1ccc(Cl)cc1C(=O)NCCN1CCOCC1	-0.6	53	nt	4%	11%	2%	1%	-0.1%	5%	13%
COc1ccc(-c2nc3ncnn3cc2C)cc1F	1.4	58	i	2%	24%	-5%	7%	0.1%	27%	2%
O=C(C1CCCN(Cc2ccc3c(c2)OCO3)C1)N1CCCC1 (stereo unspecified)	-0.4	51	i	?	-6%	9%	12%	-0.2%	18%	13%
COc1cccc(-c2nc(NCc3cccnc3)c3ccccc3n2)c1O	3.0	108	nt	-3%	14%	-1%	-24%	0.0%	4%	9%
CCNC(=O)CC1SC(=Nc2ccc(C)cc2)N(CC)C1=O (stereo unspecified)	-2.3	48	i	8%	-3%	6%	14%	0.4%	8%	6%
Cc1nc(C(=O)O)nn1-c1cc(Cl)ccc1Cl	3.8	67	i	4%	0%	nt	10%	-0.1%	1%	13%
Cc1nc2ncnn2c(Nc2ccc3c(c2)OCO3)c1Cc1ccccc1	-1.1	58	i	2%	26%	0%	7%	-0.2%	-8%	2%
Cc1ccnc(NC(=O)c2cc3cc(F)ccc3s2)c1	-0.6	49	nt	8%	0%	-3%	14%	0.3%	1%	-6%
COc1ccccc1N1C(=O)C2C3C=CC(C3)C2(C)C1=O (stereo unspecified)	2.8	39	i	9%	-4%	1%	5%	-0.2%	-1%	5%
COc1ccc(-n2nc(C(=O)Nc3cc(OC)c(OC)c(OC)c3)c3ccccc3c2=O)c(OC)c1	2.6	77	i	8%	-7%	-3%	1%	0.1%	-9%	5%
O=S(=O)(c1cc(Cl)ccc1Cl)N1CCN(Cc2ccc3c(c2)OCO3)CC1	-5.8	70	i	4%	7%	-4%	-1%	0.2%	10%	100%
COc1cccc(-c2c(C#N)c(N)nc3c2c(C)nn3-c2ccccc2)c1O	10	102	nt	nt	13%	-5%	1%	0.0%	0%	1%
COc1ccccc1C1C2CCCCC2(O)CCN1CC(=O)Nc1ccccc1 (stereo unspecified)	1.8	62	i	7%	-11%	-5%	3%	-0.3%	12%	10%
Cc1nn(Cc2ccc(Cl)cc2)c(C)c1NC(=O)CCCn1nc([N+](=O)[O-])c(Cl)c1C	-0.6	82	i	-10%	0%	-3%	3%	-0.3%	-9%	21%
CN1C(=O)C2(C(C#N)=C(N)Oc3n[nH]c(-c4ccc(Cl)cc4)c32)c2ccccc21 (stereo unspecified)	-1.4	64	i	9%	-8%	-1%	10%	-0.1%	0%	6%
Cc1cc2ccccc2n2c(SCC(=O)Nc3ccc(S(=O)(=O)N4CCC(C)CC4)cc3)nnc12	2.8	49	i	10%	8%	-2%	3%	-0.2%	-10%	-6%
CN(C)c1cc[n+](Cc2ccccc2)cc1	0.2	53	i	0%	-2%	-3%	-9%	-0.2%	20%	8%
Cc1ccc(C(C)C)cc1OCCOCCN1CCCC1	-1.4	55	i	21%	8%	-7%	14%	0.3%	-7%	23%
Nc1nnc(-c2cccnc2)s1	1.9	68	i	13%	0%&-2%	-4%	19%&8%	-0.1%&0.1%	11%&7%	-2%&-3%
Cc1cccc(NC(=O)CCC(=O)Nc2nnc(C(F)(F)F)s2)c1	0.8	48	i	9%	24%	-4%	6%	-0.3%	5%	-13%
COc1ccc2c(N)c(C(=O)NN)[nH]c2c1	3.4	57	i	28%	2%	-9%	25%	-0.1%	-12%	-6%
COc1ccc(NC(=O)c2ccc3c(=O)n(-c4ccc(OC)cc4OC)c(=S)[nH]c3c2)cc1	1.3	66	i	10%	24%	-9%	3%	0.1%	15%	-5%
O=c1[nH]c(-c2ccccc2)nn1-c1ccc(Br)cc1Br	0.3	61	nt	0%	10%	2%	8%	0.5%	6%	20%
CCC(C)C(NC(=O)c1ccccc1NC(=O)c1ccco1)C(=O)NNC(=O)c1ccc(OC)cc1 (stereo unspecified)	0.2	88	i	-3%	2%	-2%	2%	1.5%	-5%	0%
O=C(CSc1nnc(-c2cccnc2)n1Cc1ccccc1)N1CCOCC1	-0.7	84	i	2%	-6%	0%	-8%	0.9%	13%	0%
O=C(COC(=O)CNC(=O)c1ccc(Cl)cc1Cl)NC(=O)NCc1ccccc1	-2.0	70	nt	6%	nt	1%	5%	nt	nt	nt
COc1ccc(CNCCC(c2ccccc2)C2CCOC(C)(C)C2)cc1 (stereo unspecified)	1.7	59	i	-1%	-10%	2%	-4%	-0.1%	7%	31%
CCOC(=O)c1sc(NC(=O)C2CC(=O)N(c3ccc(OCC)cc3)C2)nc1C (stereo unspecified)	-0.8	58	nt	4%	6%	-3%	2%	-0.2%	-14%	4%
CC1C(=O)Nc2ccccc2N1C(=O)c1ccccc1 (stereo unspecified)	0.4	56	i	3%	-3%	nt	16%	-0.1%	15%	1%
C/C(=N\NC(=O)CC(C)C)c1ccc(Cl)c(Cl)c1	3.3	58	i	0%	-5%	0%	23%	-0.1%	6%	10%
CC(=O)Nc1cccc(C(=O)OCC(=O)c2ccc(S(=O)(=O)N3CCCCC3)cc2)c1	0.5	74	nt	-1%	nt	-4%	14%	nt	nt	nt
CCOC(=O)c1c(N)sc(=S)c2c1CCC2	-0.9	92	?	25%	11%	47%	60%	0.2%	-15%	-6%
CCn1c(CCC(=O)Nc2ccccc2F)nnc1SCC(=O)Nc1ccc(OC)cc1	-0.4	70	nt	0%	10%	-1%	24%	0.4%	0%	15%
Cc1ccc(C)c(Cn2c(CO)nc3ccccc32)c1	-0.3	46	i	12%	0%	-5%	4%	-0.1%	4%	-5%
O=C(NCCc1ccccn1)C1CC(=O)N(Cc2ccccc2Cl)C1 (stereo unspecified)	-1.1	84	i	7%	3%	-4%	15%	-0.2%	-20%	2%
Cc1ccc(C(=O)C(C)OC(=O)CNC(=O)c2ccc(Br)o2)cc1 (stereo unspecified)	-0.7	65	nt	9%	nt	-4%	9%	nt	nt	nt
Cc1csc(NC(=O)CSC2=NS(=O)(=O)c3ccccc3N2)n1	0.3	82	nt	-2%	nt	4%	18%	nt	nt	nt
Cc1cccc(N(CC(=O)NC(C)(C)C)C(=O)CCC(=O)Nc2ccccn2)c1	-0.5	65	nt	5%	16%	0%	23%	-0.2%	-3%	6%
